GlmU inhibition: inhibition of mycobacterial GlmU enzyme – biochemical, glucosamine-1-phosphate acetyltransferase (AID 1376) | 220,000 compounds, 0.25% hits | M. tuberculosis GlmU acetyltransferase enzyme assay; higher % means a stronger effect | inhibition, %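 (tested at 30 µM in the primary screen)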; hits with a dose series show IC50 in µM; in the data active = inhibition above about 13%; inconclusive = no clear call, values can overlap the other calls;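 note: 0% = complete reaction with vehicle and 100% = reaction without substrate; strong numbers were not always called active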
RmlCD inh 1536: M. tuberculosis RmlC/RmlD inhibition | inhibition, % at 3.6 µM | 160,000 compounds, 0.03% hits | AID 1533 | P9WH09+P9WH11 | RmlC+RmlD coupled enzyme assay, percent inhibition; primary screen in compound mixtures; in the data active = inhibition mostly above about 34%, no sharp cut-off; inconclusive = no clear call, values can overlap the other calls; inactive = mostly below about 22%; note: some results filed as inactive read as strong as hits
Target sequence (P9WH09 whole entry, looked up): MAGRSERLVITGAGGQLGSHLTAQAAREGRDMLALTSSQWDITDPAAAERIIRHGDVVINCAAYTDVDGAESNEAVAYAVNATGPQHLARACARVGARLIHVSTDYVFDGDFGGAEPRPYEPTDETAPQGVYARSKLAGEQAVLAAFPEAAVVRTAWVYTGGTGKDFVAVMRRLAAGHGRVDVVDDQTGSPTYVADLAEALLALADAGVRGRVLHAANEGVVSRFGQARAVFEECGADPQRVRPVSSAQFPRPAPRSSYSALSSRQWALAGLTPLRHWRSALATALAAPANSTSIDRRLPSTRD
Target sequence (P9WH11 whole entry, looked up): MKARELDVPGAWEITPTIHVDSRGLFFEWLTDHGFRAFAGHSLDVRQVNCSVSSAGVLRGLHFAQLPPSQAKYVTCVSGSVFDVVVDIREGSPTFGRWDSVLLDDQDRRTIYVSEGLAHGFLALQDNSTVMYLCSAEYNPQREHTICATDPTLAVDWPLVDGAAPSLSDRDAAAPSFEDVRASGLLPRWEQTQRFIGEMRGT
Active calls of the source: *; ? = inconclusive; · = no result given. Only part of the results is shown, so the mix of outcomes need not match the whole.

SMILES	GlmU inhibition	RmlCD inh 1536
O=C(COC(=O)c1cncc(Br)c1)NCc1ccccc1	-3.9%	-20
Nc1nc(SCC(=O)Nc2cccc(S(=O)(=O)N3CCCCCC3)c2)n[nH]1	3.3%	·
CC(C)c1ccccc1N=C1SCCN1C1CCS(=O)(=O)C1 (configuration not stated)	-3.1%	7
Cc1c(C(=O)Nc2cnccn2)oc2ccccc12	-5.0%	·
COc1ccccc1C(=O)NCCc1nc2ccccc2[nH]1	1.1%	·
Cc1cc(NC(=O)COC(=O)c2c(C)nn(Cc3ccccc3Cl)c2Cl)no1	4.7%	·
COc1ccc(C2C(C(=O)c3cccs3)=C(O)C(=O)N2c2nnc(C)s2)cc1OC (configuration not stated)	-5.5%	-10
O=C(CC(C(=O)O)c1ccccc1)Nc1cccc2ccccc12 (configuration not stated)	-5.7%	·
Cc1nnc(SCC(=O)N2CCOCC2)c2ccccc12	1.8%	10
Cc1cccc(C(c2c(C)nn(-c3ccccc3)c2N)c2c(C)nn(-c3ccccc3)c2N)c1	-2.6%	8
CC(/C=N/n1c(-c2ccco2)n[nH]c1=S)=C\c1ccco1	8.4%	8
Cc1cc(C)nc(NC(C)(C)C(=O)O)n1	6.4%	?

Entries listed so far with a halogen, in the order listed:
SMILES	GlmU inhibition	RmlCD inh 1536
O=C(COC(=O)c1cncc(Br)c1)NCc1ccccc1	-3.9%	-20
Cc1cc(NC(=O)COC(=O)c2c(C)nn(Cc3ccccc3Cl)c2Cl)no1	4.7%	·

The listing picks up with the 2 entries that preceded the break.
SMILES	GlmU inhibition	RmlCD inh 1536
CC(/C=N/n1c(-c2ccco2)n[nH]c1=S)=C\c1ccco1	8.4%	8
Cc1cc(C)nc(NC(C)(C)C(=O)O)n1	6.4%	?
O=C(CC(c1ccccc1)c1ccccc1)NCCO	1.5%	·
Fc1ccc(COc2ccccc2-c2ccnc3ncnn23)cc1	-3.5%	5
C/C(CC(=O)Nc1cc(Cl)ccc1Cl)=N\NC(=O)c1ccccc1Br	-5.6%	·
Cc1cc(OCCCN2CCN(Cc3ccccc3)CC2)ccc1[N+](=O)[O-]	-4.2%	·
O=C1CCCC2=C1C(c1cccs1)n1nc(SCc3ccccc3)nc1N2 (configuration not stated)	2.5%	-1
C/C=C(/C)C(=O)Nc1cccc(C2=NOC3(C2)C[C@H](C(N)=O)N(C(=O)Cc2ccc([N+](=O)[O-])cc2)C3)c1 (some centres not stated)	3.5%	2
Cn1ncc(Br)c1C(=O)N1CCN(C(=O)c2ccco2)CC1	-5.3%	-15
Cc1ccc(OCC(=O)Nc2ccc3c(c2)CCC3)c([N+](=O)[O-])n1	-3.4%	9
O=[N+]([O-])c1ccc(-c2cn(-c3ccccc3F)c(=S)[nH]2)cc1	3.7%	6
CC(=O)NC1=NC(=O)/C(=C/N2CCOCC2)S1	5.8%	·
Cc1ccc(S(=O)(=O)N/N=C\c2cc3c(cc2[N+](=O)[O-])OCO3)cc1	0.2%	·
O=C(CSc1ccc2nnc(-c3ccccc3)n2n1)N1CCCc2ccccc21	-3.1%	-14

Entries from the list above containing two or more sulfur atoms, in the order listed:
SMILES	GlmU inhibition	RmlCD inh 1536
Nc1nc(SCC(=O)Nc2cccc(S(=O)(=O)N3CCCCCC3)c2)n[nH]1	3.3%	·
CC(C)c1ccccc1N=C1SCCN1C1CCS(=O)(=O)C1 (configuration not stated)	-3.1%	7
COc1ccc(C2C(C(=O)c3cccs3)=C(O)C(=O)N2c2nnc(C)s2)cc1OC (configuration not stated)	-5.5%	-10
O=C1CCCC2=C1C(c1cccs1)n1nc(SCc3ccccc3)nc1N2 (configuration not stated)	2.5%	-1

Following part
SMILES	GlmU inhibition	RmlCD inh 1536
COc1ccc(C2N(c3ccc4c(c3)OCCO4)C(=O)C2(F)F)cc1OC (configuration not stated)	3.4%	·
CCSc1nc2ccccc2n1CC(N)=O	6.3%	-5
CN1CCN(C(=O)c2cnn3c2NC(c2ccccc2)CC3C(F)(F)F)CC1 (configuration not stated)	-2.6%	-10
C/C(CC(=O)NC1CCCCC1)=N\NC(=O)COc1ccc(C)cc1Br	1.9%	·
Cn1c(=O)c2c(nc(CN3CCc4ccccc4C3)n2CC(=O)c2ccccc2)n(C)c1=O	-1.0%	·
CC(C)CC(NC(=O)C1CCC(C)CC1)C(=O)Nc1cccnc1 (configuration not stated)	-3.5%	-2
COc1cccc(CN2CCN(Cc3ccc(O)cc3)CC2CCO)c1 (configuration not stated)	-4.0%	9
O=C(NC1CCCCC1)N1CCCC(c2nc3ccccc3[nH]2)C1 (configuration not stated)	3.9%	20
O=C(NCCc1ccccc1)c1ccc(-c2ccccc2Cl)o1	0.4%	·
COc1ccc(CNC(=O)C2CCNCC2)cc1	-2.6%	13
Cc1nnc(SCC(=O)NCCN2C(=O)CSC2=O)s1	-0.7%	-5
COc1ccc(/C=N/NC(=O)CCc2c(C)n[nH]c2C)cc1O	2.3%	0
CCOC(=O)c1c(C)[nH]c(C)c1-c1ccccc1OC	-3.2%	17
COc1ccccc1C(CC(=O)Nc1nccs1)c1ccco1 (configuration not stated)	1.6%	·
Clc1ccc(OCCn2cnc(Cl)c2Cl)cc1	1.0%	0
COc1ccccc1/C=N/NC(=O)c1sc(C)nc1C	-2.6%	-9
CN1CCN(C(=S)SCC(=O)Nc2nc(-c3ccccc3)c(-c3ccccc3)o2)CC1	-7.2%	33
O=C1CSC(c2ccc(Cl)cc2)N1c1cccnc1 (configuration not stated)	·	-7
Cc1ccc(-n2nnnc2Sc2ccc(S(=O)(=O)NCCN(C)C)cc2[N+](=O)[O-])cc1	-3.6%	-14
Cc1ccc(C(=O)CC(=O)c2cccc(F)c2)c(O)c1	0.1%	·
COc1ccccc1Nc1nnc(SCC(=O)N2CCCC2=O)s1	1.8%	·
CC(C)=CCN1CCN(Cc2cccc3nonc23)CC1CCO (configuration not stated)	0.9%	·
O=C(CNS(=O)(=O)c1ccccc1)Nc1ccc(C(F)(F)F)cc1	-2.1%	·
CC(C)c1ccc(S(=O)(=O)c2ccc(NN)cc2)cc1	-4.0%	-7
O=C(COC(=O)/C=C/c1ccc(Cl)cc1)NCCN1C(=O)CSC1=O	3.9%	5
CCN(CC)C1=NC=CC(c2ccccc2)=CC1C (configuration not stated)	0.6%	0
O=C(NCCc1ccccc1)c1nc2nc(-c3cccs3)cc(C(F)(F)F)n2n1	5.0%	·
COCCNC(=O)C(=O)c1c(-c2ccccc2)[nH]c2ccccc12	1.8%	-1
COc1ccc2c(c1)SCC/C2=C\CN1C(=O)CCC1=O	-7.0%	-1
CCOC(=O)c1c(C)[nH]c(C(=O)CSc2nnc(C3CC3)n2N)c1C	-1.0%	12
Cc1cccc(NC(=O)Nc2ccc([N+](=O)[O-])cc2)n1	-0.9%	4
O=C(Cc1cccs1)N1CCC2(CC1)OCCO2	-0.1%	·
S=C(NCCN1CCOCC1)N/N=C/c1c2ccccc2cc2ccccc12	-0.1%	7
CCCCCCCCN1[C@@H](CC(=O)O)c2ccc(C(F)(F)F)cc2S1(=O)=O	5.1%	·
Cc1ccccc1NC(=O)CSc1nc(N)c(C#N)c(-c2cccs2)c1C#N	-3.6%	14
O=[N+]([O-])c1ccc(N2CCN(S(=O)(=O)Cc3ccccc3)CC2)cc1N1CCOCC1	-3.0%	-7
Cc1nn2c(N)c(C#N)cnc2c1-c1ccccc1	-2.4%	·
O=C(CSc1nnnn1Cc1ccccc1)c1ccccc1F	7.2%	-8
NC(=O)c1sc2nc3c(c(-c4cccnc4)c2c1N)CCC3	6.2%	·
COC(=O)c1cccc(NC(=O)CN(c2ccc3c(c2)OCO3)S(C)(=O)=O)c1C	0.1%	·
CSc1nsc(/C=C/Nc2ccc(F)cc2)c1C#N	·	5
Cc1cc(OCc2nn[nH]n2)c2c(C)c(Cc3ccccc3)c(=O)oc2c1	-1.5%	21
O=c1[nH]nc(SCc2ccccc2)n1C1CC2C=CC1C2 (configuration not stated)	1.8%	7
COc1ccc(CNC(=O)CSc2nc(C)cs2)cc1	2.6%	-5
CCN(CC)Cc1cc(CC(C(N)=O)C(N)=O)ccc1OC	0.7%	7
Cc1nc2ccccc2cc1C(=O)NCc1ccco1	-3.6%	·
CN(CCOc1cccc(C(F)(F)F)c1)Cc1ccccc1	5.8%	-12
N#C/C(=C\c1ccc(Oc2ccc(C(F)(F)F)cc2[N+](=O)[O-])cc1)c1nc2ccccc2[nH]1	-0.6%	·

Another view of 3 compounds above:
smiles,GlmU inhibition,RmlCD inh 1536
O=C(NCCc1ccccc1)c1nc2nc(-c3cccs3)cc(C(F)(F)F)n2n1,5.0%,·
COCCNC(=O)C(=O)c1c(-c2ccccc2)[nH]c2ccccc12,1.8%,-1
COc1ccc2c(c1)SCC/C2=C\CN1C(=O)CCC1=O,-7.0%,-1

(listing goes on)
SMILES	GlmU inhibition	RmlCD inh 1536
CCOC(=O)N1CCN(C(=O)/C(=C/c2ccc(OC)cc2)NC(=O)c2ccccc2)CC1	-5.3%	10
O=C(Cc1ccccc1Cl)NC1(O)C(=O)c2ccccc2C1=O	-4.7%	-7
C/C(=N\NC(=O)c1ccccc1[N+](=O)[O-])c1ccc(Br)s1	-2.8%	·
O=C1OC(Nc2ccc(Br)cc2F)c2ccccc21 (configuration not stated)	2.3%	·
CCOC(=O)CNC(=O)c1sc(NC(=O)c2cccc(F)c2)nc1C	-6.6%	·
CCCn1c(/N=C/c2ccc3c(c2)OCO3)nc2ccccc21	0.7%	8
S=c1[nH]nc(COc2ccc3ccccc3c2)o1	4.0%	·
O=C1CN(c2nc3nonc3nc2N2CCCCC2)CCN1	6.4%	-9
NS(=O)(=O)c1ccc(Cl)c(C(=O)Nc2ccccc2[N+](=O)[O-])c1	-7.7%	-3
COc1cccc(C(=O)Nc2sc(C(C)C)cc2C(N)=O)c1OC	0.1%	·
C/C(=N/O)c1ccc(Oc2cnccn2)cc1	-3.3%	-9
Cc1ccc(CNC(=O)c2sc3nc4c(c(C(F)(F)F)c3c2N)CCC4)cc1	1.4%	-11
CCSc1nnc(-c2ccncc2)n1Cc1ccccc1	-7.5%	·
Cc1cc(C)c(NC(=S)NC(=O)c2c(Cl)c(C)nn2C)c([N+](=O)[O-])c1	-2.5%	18
Cc1ccc(NC(=O)Cc2ncon2)cc1Cl	0.9%	·
Cc1c(N=Nc2c(O)n(C)c(=O)n(C)c2=O)c(=O)n(-c2ccccc2)n1C	5.6%	-10
O=C(Nc1ncc(S(=O)(=O)c2ccc([N+](=O)[O-])cc2)s1)c1cccnc1	5.8%	-9
CCOC(=O)C1CCCN(CC(=O)Nc2c(F)c(F)c(F)c(F)c2F)C1 (configuration not stated)	0.8%	·
Cn1c(=O)c2c(nc(NCc3ccc4c(c3)OCO4)n2Cc2ccccc2)n(C)c1=O	-0.4%	0
CC1(C)CSC(=NCc2ccccc2)N1C(=O)c1cccc([N+](=O)[O-])c1	-6.2%	106
CC(=O)c1cnn(-c2cc(Oc3ccc(F)cc3)ncn2)c1C	1.1%	-4
CCC(=O)c1ccc(OCC(=O)NCCc2ccccn2)cc1	3.0%	-4
Cc1nnc(Nc2ccccc2)n(N)c1=O	1.2%	7
CC(=O)c1sc(NC(=O)c2cccc(C)c2)nc1C	-6.8%	10
CCN(CC)CCN(C(=O)CCOc1ccccc1)c1nc2ccc(F)cc2s1	-6.7%	6
C[n+]1cccc(C(=O)NCC2CCCO2)c1 (configuration not stated)	-2.0%	11
O=C(N/N=C/c1ccc(O)cc1)c1cc[n+](Cc2ccccc2)cc1	-6.0%	13
CCc1ccc2c(c1)[C@]1(C(=O)N2)[C@@H]2C(=O)N(Cc3ccccc3)C(=O)[C@@H]2[C@@H]2CCCN21	-1.0%	9
CSc1cccc(NC(=O)c2ccccc2N(C)S(C)(=O)=O)c1	2.0%	-8
COc1cccc(C(=O)N2CCN(Cc3ccccc3[N+](=O)[O-])CC2)c1	3.0%	·
CC(C)(C)c1cc(-c2ccco2)c(C#N)c(SCC#N)n1	-1.3%	0
CCCC1(C(=O)O)NC(c2cccc(OC)c2O)C2C(=O)N(c3ccccc3)C(=O)C21 (configuration not stated)	2.5%	-5
C/C(=N/NC(=O)c1ccc(NC(=O)c2ccc(F)cc2)cc1)c1ccccc1	2.6%	·
O=C1NCCN(Cc2cccc(Oc3ccccc3)c2)C1CC(=O)N1CCCO1 (configuration not stated)	-0.6%	3
O=C(CNCC1CCCO1)Nc1ccccc1-n1cccc1 (configuration not stated)	3.8%	15
CC(O)c1nc2ccccc2n1CCOc1ccccc1 (configuration not stated)	-4.3%	·
CC1(C(=O)NNC(=O)c2ccc(=O)oc2)CC1Br (configuration not stated)	4.0%	-3
CCn1c(=O)c(=O)n(CC)c2cc(S(=O)(=O)Nc3cccc(OC)c3)ccc21	5.9%	11
Cc1ccc(C(=O)CCNc2ccc(Br)cc2)o1	2.9%	·
CCN(CC)S(=O)(=O)c1ccc(N2CCOCC2)c(NC(=O)c2cc(-c3ccccn3)nc3ccccc23)c1	2.5%	-14
Cc1ccc(Nc2c(-c3ccc(N(C)C)cc3)nc3ncccn23)cc1	-8.0%	2
COc1ccccc1OCCn1cc(C(=O)c2ccco2)c2ccccc21	-3.2%	6
c1cc2ccc3ccc(-n4cnnn4)c4ccc(c1)c2c34	1.9%	·
O=C1Cn2c(nc3ccccc32)N1c1ccccc1F	1.8%	-2
N/C(=N\OC(=O)CCCOc1ccc(Cl)cc1Cl)c1ccncc1	0.2%	4
CCOC(=O)c1cccc(Nc2ncnc3ccc(C)cc23)c1	6.2%	·
COc1ccc(-c2[nH]ncc2CN2CCSCC2)c(OC)c1	-1.0%	·
NC(=S)N=Nc1c(O)n(Cc2ccc(Br)cc2)c2ccccc12	-2.5%	?
COc1ccc(CCN=C(NS(=O)(=O)c2ccccc2)c2ccccc2)cc1OC	9.1%	-11
COc1cc(CCC(=O)OCC(=O)Nc2cccc(S(N)(=O)=O)c2)cc(OC)c1OC	-1.0%	·
CC1Oc2ccccc2C=C1/C=N\NC(=O)c1cccnc1 (configuration not stated)	2.6%	-7

Source: PubChem
